NPY1 pot ag: human NPY-Y1 potentiation or agonism, primary screen; NPY-Y1 expressing cells, potentiator/agonist activation; activation, % at 3.6 µM; hit rate 0.37% among 220,000; in the data active = activation above about 33%, passing the limit was not always enough;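 also: cells stimulated with NPY at EC10 then isoproterenol at EC100; 0% = low agonist plus stimulus and 100% = saturating agonist plus stimulus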
Target sequence (P25929 whole entry, looked up): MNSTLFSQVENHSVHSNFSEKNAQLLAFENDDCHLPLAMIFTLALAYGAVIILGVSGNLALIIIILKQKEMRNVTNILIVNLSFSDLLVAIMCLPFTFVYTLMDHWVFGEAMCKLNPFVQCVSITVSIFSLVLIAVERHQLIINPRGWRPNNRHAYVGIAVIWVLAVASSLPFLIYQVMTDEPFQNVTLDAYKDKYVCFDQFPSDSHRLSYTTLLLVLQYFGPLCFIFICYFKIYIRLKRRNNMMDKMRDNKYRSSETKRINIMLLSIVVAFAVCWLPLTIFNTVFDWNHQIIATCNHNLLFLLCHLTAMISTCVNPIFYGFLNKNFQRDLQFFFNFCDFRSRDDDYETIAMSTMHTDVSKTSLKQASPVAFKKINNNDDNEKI
zfTRPN1 agonist: zebrafish TRPN1 (NompC) channel agonism; hit rate 0.18% among 220,000; activation, % at 3 µM; HEK293 zebrafish TRPN1-YFP, Fluo-8 calcium fluorescence; 100% = response to 87 µM carbachol; AID 1424;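 active = activation above its plate's cutoff, the mean activation of test wells on that plate plus 3 SD, cut at about 19% in these data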;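 also: 0% = DMSO alone and 100% = 87 µM carbachol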
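Control set: carbachol 87 µM as high control, DMSO as low control; system: HEK293 stable line with zebrafish TRPN1-YFP; read-out: % activation versus carbachol response; detection: intracellular calcium fluorescence with Fluo-8; doses: single test compound dose, 3 µM nominal, 0.3% DMSO; schedule: dye 1 h 37 °C plus 30 min RT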
TRPML3 agonist: activates the human TRPML3 channel. AID 1448. Q8TDD5. HEK293 TRPML3-YFP, Fluo-8 calcium fluorescence; 100% = the carbachol control signal. hit rate 0.29% among 220,000. activation, % at 3 µM;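 active = activation above its plate's cutoff, the mean activation of the plate's test wells plus 3 SD, cut at about 12% in these data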;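 also: 0% = DMSO only wells and 100% = carbachol wells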
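Test system: TRPML3-YFP stable HEK293 cells. Doses: single point at 3 µM. Incubation: dye loading 1 h 37 °C then 30 min ambient, 125 s read. Signal: Fluo-8 calcium dye fluorescence, ex 470-495, em 515-575 nm. Measure: percent activation from peak-to-basal fluorescence ratio, scaled between DMSO and carbachol.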
PPC-1+TRAIL kill: PPC-1 cancer cell killing with TRAIL present; PPC-1 cells + TRAIL, ATPLite viability luminescence; cell killing (% activity), % at 4 µM; hit rate 0.41% among 220,000;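 active = cell killing above 50% in the first pass at 4 µM, then a duplicate retest at 5 µM averaging 50% or more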;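 also: plate controls were cells with TRAIL plus DMSO for no effect and medium-only wells lacking cells for full effect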
EP2 mod: modulators of human EP2 prostaglandin E2 receptor. EP2-expressing cells, cAMP HTRF FRET, PGE2 co-stimulation. induction, % at 25 µM. hit rate 0.83% among 260,000. AID 940;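 active = compounds whose cAMP rise, as percent of the full-agonist control response, exceeds 60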;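 also: rat C6 glioma line stably carrying human EP2 under a CMV promoter; the protocol text gives 20 µM as final concentration; 100% = response of wells given 1 µM PGE2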
Target sequence (P43116 whole entry, looked up): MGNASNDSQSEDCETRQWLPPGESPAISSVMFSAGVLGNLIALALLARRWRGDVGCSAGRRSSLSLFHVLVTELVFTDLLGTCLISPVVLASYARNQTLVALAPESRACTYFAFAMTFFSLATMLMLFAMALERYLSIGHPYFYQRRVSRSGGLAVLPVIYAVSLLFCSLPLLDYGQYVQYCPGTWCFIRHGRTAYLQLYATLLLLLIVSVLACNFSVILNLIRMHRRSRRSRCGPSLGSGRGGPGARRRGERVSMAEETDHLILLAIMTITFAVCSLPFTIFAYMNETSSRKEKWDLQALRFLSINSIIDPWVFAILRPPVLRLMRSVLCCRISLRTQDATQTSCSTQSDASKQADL
14-3-3 Bad PPI: disrupts binding of bovine 14-3-3 zeta to phospho-Bad peptide | P63103 | TR-FRET 14-3-3zeta/Dy647-pBad peptide displacement, 1 h | inhibition, % at 21.7 µM | hit rate 0.71% among 220,000 | AID 781;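 active = inhibition above about 70%, limit read from the data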;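 also: 0% = full 14-3-3 plus peptide FRET controls and 100% = background without 14-3-3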
Target sequence (P63103 whole entry, looked up): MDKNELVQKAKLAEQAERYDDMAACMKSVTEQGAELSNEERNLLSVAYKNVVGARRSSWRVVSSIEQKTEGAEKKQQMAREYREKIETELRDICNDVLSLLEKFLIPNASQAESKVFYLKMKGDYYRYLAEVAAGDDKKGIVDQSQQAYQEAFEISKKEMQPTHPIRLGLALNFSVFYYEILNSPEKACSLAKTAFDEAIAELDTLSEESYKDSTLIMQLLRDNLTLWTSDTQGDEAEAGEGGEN
NPY-Y1 antag: blocks the human neuropeptide Y Y1 receptor. P25929. HEK293-CNG Y1 cells, membrane potential fluorescence; NPY at EC95, then isoproterenol. inhibition, % at 3.6 µM. hit rate 1% among 200,000. AID 1040;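 active = inhibition above the campaign mean inhibition of all tested compounds plus 3 SD, cut at about 20% in these data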;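 also: 0% = DMSO wells given NPY plus isoproterenol and 100% = isoproterenol alone without NPY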
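Material: HEK293 Y1/CNG channel cell line | Also added: NPY (25 nM), isoproterenol (1 µM), Ro 20-1724 (25 µM) | Compound: One concentration, 3.6 µM, in 0.4% DMSO | Schedule: 3 h dye uptake, 1 h room-temperature compound, 45 min post-isoproterenol | Signal: Membrane-potential fluorescent dye readout | Read-out: % inhibition of NPY effect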
CHOP inhibitor: CHOP inhibition in unfolded protein response; CHO-K1 CHOP-promoter luciferase, tunicamycin-induced, 15-18 h; hit rate 3.8% among 220,000; inhibition, % at 10 µM;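 active = compounds that reduced the stress-induced luciferase reporter signal by more than about 70% of percent inhibition, limit read from the data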;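 also: 0% = tunicamycin plus vehicle and 100% = wells without tunicamycin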
PGE2 EP2 inh: EP2 receptor (human) inhibition. hit rate 0.52% among 260,000. inhibition, % at 25 µM. P43116. C6 glioma cells expressing human EP2, cAMP TR-FRET; cells stimulated with saturating PGE2;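 active = percent inhibition above 40 after rounding to a whole number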;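 also: rat C6 glioma host cells with rolipram phosphodiesterase inhibitor present; the protocol text gives 20 µM as final concentration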
An asterisk follows results filed as active; nt = not tested or not shown; & = joins results of further samples; [ ] = dose if it differs, or a comment. A portion of the library. The share of hits here may be higher or lower than overall.

Molecule | NPY1 pot ag | zfTRPN1 agonist | TRPML3 agonist | PPC-1+TRAIL kill | EP2 mod | 14-3-3 Bad PPI | NPY-Y1 antag | CHOP inhibitor | PGE2 EP2 inh
CCOC(=O)C1CCCN(Cc2nc(N)nc(Nc3ccc(C)cc3)n2)C1 (configuration not stated) | -1.5 | 1.0 | 1.4 | 1.3 | -19.8 | -5.0 | 1.6 | 38.2 | 6.8
COc1ccc2c(c1)c1nnc(SCC(=O)N3C(C)CCCC3C)nc1n2C (configuration not stated) | -5.4 | -0.7 | 0.1 | 6.4 | 11.2 | -1.5 | 0.9 | 31.4 | 7.5
COC(=O)c1sc(-c2ccccc2)cc1NC(C)=O | 0.7 | -0.2 | 0.2 | 8.4 | 24.1 | -1.0 | 6.3 | -21.9 | 11.2
CCOc1ccc(OC(=O)c2cccnc2)cc1 | -11.3 | 1.0 | -0.1 | 13.2 | 15.3 | 6.8 | -1.2 | 5.4 | 1.2
O=C(Cn1c(=O)oc2cccnc21)Nc1ccc(C(F)(F)F)cc1 | 10.9 | 2.5 | 0.6 | -8.7 | 1.9 | -0.7 | nt | 11.2 | 6.9
c1ccc(Nc2cccc(Nc3ccccc3)c2)cc1 | 16.9 | -0.5 | 0.7 | 0.0 | 31.0 | 28.6 | -9.0 | 74.0* | 9.2
O=C(CN1C(=O)c2ccccc2S1(=O)=O)NC1CCCCCC1 | 3.1 | 0.9 | 0.6 | -1.9 | 3.1&-32.5 | 1.3 | 1.0 | 8.9 | 16.5&9.1
Nc1nc(SCC(=O)NCc2ccc(F)cc2)[nH]c(=O)c1NC(=O)c1ccc(Cl)cc1 | -9.0 | 3.2 | 1.4 | 13.8 | 18.7 | -8.6[fluorescence artefact?] | 5.9 | 11.2 | 6.8
Cc1ccc(Nc2ccc(C(N)=O)cc2[N+](=O)[O-])cc1 | 0.7 | -0.3 | -0.1 | 0.8 | -57.7 | 0.3 | -0.8 | 21.8 | 14.1
COC(=O)c1ccc(NC(=O)CN(C)Cc2cccc(F)c2)cc1 | -27.9 | 0.5 | 0.1 | -4.2 | -28.3 | -19.5 | 6.0 | -18.6 | 4.3
CCc1cccc(OCCn2ccnc2)c1 | -18.2 | 0.0 | 0.8 | 19.7 | 7.9 | 0.2 | -0.7 | 10.2 | 4.0
CCSc1nc(N2CCOCC2)c2ccccc2n1 | -4.3 | 0.1 | 0.4 | 49.9 | 25.9 | 2.2[fluorescence artefact?] | -0.5 | 33.7 | nt
O=C(Nc1ccc(N2CCOCC2)cc1)c1ccc2nc(-c3ccco3)c(-c3ccco3)nc2c1 | -9.5 | 4.1 | -0.1 | 8.8 | -50.6 | -1.6 | 1.8 | 51.6 | 10.0
Cc1cc(NC(=O)CCS(=O)(=O)c2nc(-c3ccccc3)cc(C(F)(F)F)n2)no1 | nt | nt | nt | 1.1 | 12.3 | -5.5 | nt | nt | 13.5
COc1ccc(C2C(C(=O)N3CCOCC3)c3ccccc3C(=O)N2c2ccc(OC)cc2)cc1 (configuration not stated) | -13.2 | 0.9 | 0.7 | 7.0 | 0.3 | -10.7[fluorescence artefact?] | -0.4 | -2.8 | 13.3
CC(C)CNC(=S)N(Cc1ccco1)Cc1cc2cc3c(cc2[nH]c1=O)OCCO3 | 1.5 | -0.4 | -0.3 | 8.7 | -8.1 | -23.7 | 0.6 | -5.7 | 13.8
CC12CCC(C/C1=N/O)C2(C)C (configuration not stated) | 5.1 | 0.1 | 0.6 | 4.4 | 3.5 | -12.7 | 2.4 | 37.1 | 21.2
CCOc1ccc(NC(=O)CCC(=O)n2nc(C)cc2C)cc1 | 11.6 | 1.5 | 0.0 | 20.8 | 1.1 | -13.1[fluorescence artefact?] | -4.1 | 3.2 | 6.5
C=CCn1c(COc2ccccc2F)nnc1SCCN1C(=O)c2ccccc2C1=O | -15.9 | 4.8 | 0.5 | 16.3 | -16.5 | 7.4 | 0.7 | 14.6 | 7.9
Cc1ccc(/C=N/n2cc(-c3ccccc3)[nH]c2=S)s1 | 9.1 | -0.3 | 0.9 | nt | -10.9 | -10.9 | -3.0 | -124.4 | 9.2

Among those listed so far, these contain an NH in an aromatic ring.
Molecule | NPY1 pot ag | zfTRPN1 agonist | TRPML3 agonist | PPC-1+TRAIL kill | EP2 mod | 14-3-3 Bad PPI | NPY-Y1 antag | CHOP inhibitor | PGE2 EP2 inh
Nc1nc(SCC(=O)NCc2ccc(F)cc2)[nH]c(=O)c1NC(=O)c1ccc(Cl)cc1 | -9.0 | 3.2 | 1.4 | 13.8 | 18.7 | -8.6[fluorescence artefact?] | 5.9 | 11.2 | 6.8
CC(C)CNC(=S)N(Cc1ccco1)Cc1cc2cc3c(cc2[nH]c1=O)OCCO3 | 1.5 | -0.4 | -0.3 | 8.7 | -8.1 | -23.7 | 0.6 | -5.7 | 13.8
Cc1ccc(/C=N/n2cc(-c3ccccc3)[nH]c2=S)s1 | 9.1 | -0.3 | 0.9 | nt | -10.9 | -10.9 | -3.0 | -124.4 | 9.2

(further entries)
Molecule | NPY1 pot ag | zfTRPN1 agonist | TRPML3 agonist | PPC-1+TRAIL kill | EP2 mod | 14-3-3 Bad PPI | NPY-Y1 antag | CHOP inhibitor | PGE2 EP2 inh
CCOc1ccc(N2C(=O)/C(=C\c3ccc(OC)c(O)c3)S(=O)(=O)C2c2cccc([N+](=O)[O-])c2)cc1 (configuration not stated) | -3.9 | 0.5 | 0.2 | -5.6 | -35.0 | -4.6 | -0.7 | 1.5 | 10.9
O=S1(=O)N=C(N/N=C/c2ccc(Br)o2)c2ccccc21 | -3.6 | 1.4 | 0.4 | -9.4 | -9.4 | -0.5 | -4.0 | 5.0 | 7.9
O=C(Nc1cccc(OCC(=O)N2CCOCC2)c1)c1cccc([N+](=O)[O-])c1 | 9.9 | 3.7 | 1.1 | 23.7 | -18.7 | 4.4 | 2.2 | -1.7 | 7.9
CCOC(=O)C1=C(c2ccccc2)ON(C)C1c1ccccc1 (configuration not stated) | -6.4 | -1.7 | -0.1 | 16.6 | 27.9 | -24.4 | 0.1 | 28.6 | 4.6
COc1ccc(N2C(=O)/C(=C/c3ccc([N+](=O)[O-])cc3)N=C2C)cc1 | 16.4 | 1.2 | -0.1 | 23.9 | -30.4 | -13.9 | 3.9 | 14.1 | 7.6
CCn1cc(C(=O)NCCCN(C)C)c(=O)c2cc(F)c(N3CCN(C)CC3)cc21 | 2.6 | -1.0 | -0.2 | 27.9 | 33.3 | 45.0 | 2.5 | -7.9 | 6.9
Clc1ccc(CSc2snnc2-c2ccccc2)cc1 | -0.8 | 1.5 | -0.2 | 9.6 | 5.1 | -5.1 | 6.3 | -8.5 | 6.0
C=CCc1ccc(OCC(O)CN2CCCCC2C)c(OC)c1 (configuration not stated) | -8.6 | -1.9 | 0.1 | 8.0 | 0.5 | nt | -3.5 | 6.8 | 10.3
CN(C)/C=C\C(=C/C(=O)C(F)(F)F)Nc1ccccc1Oc1ccccc1 | -1.7 | -1.0 | 0.2 | 19.9 | 41.2 | -4.2 | 3.6 | 18.0 | 7.8
Cn1cc([N+](=O)[O-])c(C(=O)Nc2ccc(C(=O)N3CCCCC3)cc2)n1 | 13.0 | 1.2 | 0.2 | -0.8 | -8.2 | -4.0[fluorescence artefact?] | -2.7 | 8.2 | 6.8
CCOc1cc(C2NC(=O)NC(O)(C(F)(F)F)C2C(=O)c2ccccc2)ccc1OC (configuration not stated) | -5.0 | -0.2 | 0.1 | 8.4 | -0.9 | -10.0[fluorescence artefact?] | -1.1 | -3.8 | 13.4
Cn1ncc(C#N)c1NC(=O)c1nn2cccnc2c1Cl | -14.2 | 1.8 | 0.5 | 7.8 | 31.8 | 2.9 | -0.5 | -6.8 | 7.7
CC(C)CNS(=O)(=O)c1ccc(CCC(=O)N2CCOCC2)cc1 | -28.8 | -0.2 | 0.3 | 23.6 | 5.9 | 1.1 | 1.9 | 25.1 | 7.8
CCC(C)(C(=O)NC1CCCCC1)N(C)C(=O)c1ccccn1 (configuration not stated) | 8.2 | 0.8 | 0.8 | -6.8 | -11.0 | -11.8[fluorescence artefact?] | 9.3 | 0.1 | 8.3
Cc1cc(=O)oc2cc(Oc3ccc([N+](=O)[O-])cc3[N+](=O)[O-])ccc12 | -15.8 | 0.7 | 1.2 | 15.0 | -75.1 | 7.7 | 2.0 | -42.0 | 16.6
O=C1N=C2N(CCN3CCCCC3)c3ccccc3N2/C1=C\c1ccc([N+](=O)[O-])o1 | 3.5 | 0.9 | 0.6 | nt | -57.8 | 87.6* | 2.0 | 107.1* | 6.8
O=C(Cc1ccccc1)Nc1cccc(N2C(=O)C=CC2=O)c1 | 3.1 | 0.3 | 0.5 | 11.0 | -69.4 | -0.2 | -2.0 | 109.3* | 132.9*
CC(C)C1Cc2c(C#N)c(N)sc(=S)c2CO1 (configuration not stated) | 6.1 | 1.5 | 2.0 | -11.2 | -23.3 | 8.9 | -8.2 | -7.4 | 58.9*
CC(=O)Nc1ccc(S(=O)(=O)NNC(=O)CCC(=O)Nc2cc(C)ccc2C)cc1 | 6.4 | 0.7 | 0.1 | 28.4 | 16.1 | 3.6 | 2.8 | -8.6 | 8.5
O=C(OCCOCCN=C1NS(=O)(=O)c2ccccc21)C1CC(=O)N(c2ccccc2)C1 (configuration not stated) | -9.6 | -0.3 | 0.5 | 22.7 | -10.4 | 1.8[fluorescence artefact?] | 3.1 | 0.9 | 5.0

Later entries.
Molecule | NPY1 pot ag | zfTRPN1 agonist | TRPML3 agonist | PPC-1+TRAIL kill | EP2 mod | 14-3-3 Bad PPI | NPY-Y1 antag | CHOP inhibitor | PGE2 EP2 inh
COc1ccc(S(=O)(=O)Nc2cc(C)c(O)c(S(=O)(=O)c3ccccc3)c2)cc1 | -10.2 | -0.7 | 0.0 | -34.2 | -1.9 | -4.6 | 2.2 | 40.4 | 3.9
Cc1ccc2nc(NC(=O)CSCC(=O)OCC(=O)c3ccc(Br)cc3)sc2c1 | 4.2 | 0.8 | 0.0 | 25.8 | -16.6 | 6.6 | -3.9 | 100.2* | nt
CC(=O)c1cnc2cc(-c3ccccc3)nn2c1C | 3.2 | 0.7 | -0.6 | 22.8 | -2.7 | -16.6 | -4.0 | -9.7 | 14.9
CCOC(=O)c1ccc(NC(=O)c2cc(OC)c(OC)c(OC)c2Br)cc1 | -27.1 | -1.3 | -0.1 | 15.1 | -8.3 | -7.6 | 3.3 | 24.4 | 5.2
O=C(c1ccncc1)N1CCN(c2cccc(C(F)(F)F)c2)CC1 | -1.8 | 0.0 | 1.0 | -5.9 | 2.5 | -8.7 | 7.0 | 28.2 | 2.0
O=C(Nc1cnn(Cc2ccc(Cl)cc2)c1)c1cnccn1 | -13.9 | -0.7 | 0.5 | 1.1 | 2.0 | 1.5 | 2.4 | 20.9 | 6.5

Screening data from PubChem BioAssay.
